M17LAP inhibition – P. falciparum M17LAP inhibitors, primary screen, biochemical, fluorogenic H-Leu-NHMec substrate, 1536-well (AID 1619). hit rate 0.38% among 220,000. recombinant M17LAP, H-Leu-NHMec fluorogenic kinetic assay; higher % means a stronger effect. inhibition, % at 30 µM, or IC50 in µM where a hit was titrated. Leucine aminopeptidase (Plasmodium falciparum (isolate 3D7));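 active = compound inhibiting the enzyme by more than half at any dose during confirmatory dose-response retesting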;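 note: plate controls were full reaction with DMSO carrier for no effect and no enzyme background for full effect; strong numbers were not always called active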
Yfh1-depleted yeast – enhancers of respiration in Yfh1-depleted yeast, dose response, Friedreich's ataxia, plus single-dose screen (AID 1465); S. cerevisiae Yfh1-off respiration, WST-1 reduction, 72 h; higher fold induction means a stronger effect; fold induction at 50 µM, or EC50 in µM where a hit was titrated; hit rate 0.074% among 220,000;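 active = fold induction of absorbance versus untreated yeast above a set limit, then at least 30% activation at any dose in follow-up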;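 note: activators that raise dye reduction in frataxin-depleted yeast; strong numbers were not always called active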
MT stabilizer – microtubule stabilizers in HeLa cells, primary screen, imaging, high-content imaging; AID 2205, 2009; % tubulin-high responders, % at 10 µM; hit rate 0.83% among 200,000; HeLa tubulin immunostaining HCS, 24 h; share of cells brighter than vehicle mean+2SD;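 active = plate Z-score above 3 for both tubulin-high and condensed-nucleus cell shares, with cell loss under 80%, at 10 µM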;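 note: anti alpha tubulin signal scored within the nucleus-defined area of each cell; some results filed as inactive read as strong as hits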
WT yeast gro inh – growth inhibition of WT strain, primary screen, mitochondrial fusion inhibitor project, WT and mutant strains, chemical genetic; mitochondrial fusion phenotypic screen; inhibition, % at 10 µM; hit rate 2.1% among 190,000; in the data active = inhibition above about 58%; tested in S. cerevisiae
b-catenin transl – modulators of beta-catenin nuclear translocation, primary screen, imaging, HeLa cells, immunofluorescence, high-content; nuclear translocation activity, % at 5 µM; AID 1665, 2009; hit rate 0.3% among 190,000;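 active = nuclear translocation activity above 50% at 5 µM, with a well cell count of 50 or more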;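 note: per-cell ratio of nuclear to cytoplasmic median beta-catenin stain intensity; plate controls were DMSO negative control for no effect and GSK-3 inhibitor IX positive control for full effect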
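Assay system: human HeLa cells, native beta-catenin; doses: 5 µM primary, 0.02–20 µM confirmation; incubation: compound treatment 24 h, 37°C, 5% CO2; technique: fluorescence imaging of beta-catenin antibody stain plus DAPI; measure: % activation, nuclear-to-cytoplasmic median beta-catenin signal ratio per cell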
T cell HTS – modulators of CD8 T cell-vesicle binding, primary screen, mouse 2C CD8+ T cells, flow cytometry | calls only at 7 µM | hit rate 0.068% among 330,000 | 2C CD8+ T cell-vesicle binding; hits give low values | AID 2052, 2009;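 active = response, share of CD8 T cells binding vesicles, and their 90th percentile fluorescence all below set limits, cut at about 80% in these data, passing the limit was not always enough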
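Read-out – percent CD8+ FL2 mean versus row control · System – murine 2C transgenic CD8+ T lymphocytes · Times – 1.5 h cell–vesicle binding at 37 °C, then 20 min icy labelling · Control set – naked vesicles low, QL9 vesicles with vehicle high · Detection – cytometric PE anti-B7-1 and Alexa647 anti-CD8 signals after 1% paraformaldehyde fixation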
Dynein transport – inhibitors of GR-EGFP nuclear translocation, primary screen, dynein cargo transport inhibitor project, imaging, high-content, 3617.4 mouse cells | AID 1381, 2008 | test concentration mostly 20 µM; stimulated with dexamethasone, 1 µM; hits give low values | z-score, hits read low | hit rate 0.47% among 220,000;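 active = plate z-score of nuclear minus cytoplasmic receptor signal below a set negative limit, without overly bright fluorescence or cell loss, cut at about -3.5 in these data, passing the limit was not always enough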;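 note: z-score of nuclear minus cytoplasmic ring GR-EGFP intensity difference per well; some compounds called inactive have numbers as strong as hits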
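Buffer or medium: tet-free medium with charcoal-stripped serum / Also added: dexamethasone agonist, 1.0 µM final, for 30 min / Timing: induction 48 h, compound 1 h, agonist 30 min / Measured by: high-content fluorescence imaging after fixation / Read-out: nuclear-to-cytoplasmic GR-EGFP distribution per well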
Autophagy HCS – autophagy modulators in MEF cells, primary screen, imaging, high-content, MEF GFP-LC3. MEF GFP-LC3 puncta imaging; test concentration mostly 10 µM. calls only at 10 µM (by protocol). hit rate 0.98% among 190,000;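 active = percentage of spot-positive cells more than 3 SD above its plate mean, without a fluorescence outlier flag or 80% toxicity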;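 note: spot-positive cell cutoff set from DMSO-treated cells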
M1AAP inhibition – P. falciparum M1AAP inhibitors, biochemical, fluorogenic H-Leu-NHMec substrate, 1536-well (AID 1445). one-dose inhibition, % at 30 µM; IC50 in µM for titrated hits. hit rate 0.42% among 220,000. Aminopeptidase N (Plasmodium falciparum (isolate 3D7)). recombinant M1AAP, H-Leu-NHMec fluorogenic kinetic assay; higher % means a stronger effect;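 active = primary inhibition above the hit cutoff, then over 50% inhibition at one or more dose response concentrations, cut at about 23% in these data, passing the limit was not always enough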;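 note: plate controls were DMSO full reaction for no effect and no enzyme background for full effect; strong numbers were not always called active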
WT yeast gro inh mutant strain – further read-out of WT yeast gro inh, marked with its call; inhibition, %; mitochondrial fusion phenotypic screen, mutant strain inhibition
Dynein transport cytoplasmic EGFP – also measured in Dynein transport; calls as there; z-score; measured here: cytoplasmic GR-EGFP intensity; hits give high values
Dynein transport nuclear GR-EGFP – second read-out of Dynein transport, no call of its own (marks repeat the call); z-score; measured here: nuclear GR-EGFP intensity;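 lower value marks the stronger effect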
Dynein transport cell count – also measured in Dynein transport; calls as there; z-score; measured here: cell count per field
b-catenin transl cell count 5 µM – also measured in b-catenin transl; calls as there; cell count; measured here: cell count, cytotoxicity flag
T cell HTS vesicle-bound % – further read-out of T cell HTS, marked with its call; double positive events, %; measured here: CD8+ vesicle-bound cell fraction;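 binding gate set so that unloaded-vesicle control wells show 10% double positive cells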
MT stabilizer Hoechst-high % – also measured in MT stabilizer; calls as there; % Hoechst-high responders; measured here: nuclear condensation Hoechst responders;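 share of cells brighter than vehicle mean plus two SD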
MT stabilizer cytotoxicity % – recorded beside MT stabilizer, whose call it bears; toxicity, %; measured here: cytotoxicity by cell density;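 0% = mean cell density of plate MIN control wells and 100% = no cells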
Autophagy HCS cell loss 18 h – second read-out of Autophagy HCS, no call of its own (marks repeat the call); toxicity, %; measured here: cell loss, nuclei count;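 cell loss after 18 h compound exposure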
Active calls of the source: *; i = inactive; x = not tested or not shown.

SMILES	M17LAP inhibition	Yfh1-depleted yeast	MT stabilizer	MT stabilizer Hoechst-high %	MT stabilizer cytotoxicity %	WT yeast gro inh	WT yeast gro inh mutant strain	b-catenin transl	b-catenin transl cell count 5 µM	T cell HTS	T cell HTS vesicle-bound %	Dynein transport	Dynein transport cytoplasmic EGFP	Dynein transport nuclear GR-EGFP	Dynein transport cell count	Autophagy HCS	Autophagy HCS cell loss 18 h	M1AAP inhibition
COc1ccc(/C(C)=N/NS(=O)(=O)c2ccccc2)c(OC)c1	-3%	i	2.9	2.7	8.3	16	-9	-2.6	1096	i	57	-0.79	0.99	-0.29	0.47	i	1	-5%
Cc1ccc(NC(=O)CC(C)N2CCCC2)cc1 (stereo unspecified)	4%	i	2.3	1.3	2.4	10	23	-1.7	940	i	53	-0.72	-0.27	-0.5	0.91	i	-1	4%
COc1cccc(OCCNC(=O)CSc2ccc(C(F)(F)F)cc2[N+](=O)[O-])c1	-17%	i	2.1	1.8	4.7	0	-17	-0.9	946	i	43	-0.63	-0.3	-0.45	0.27	i	13	3%
O=C(Cc1ccccc1)NCC(=O)OCc1ccc([N+](=O)[O-])cc1	-10%	i	2.5	1.9	1.9	4	-12	-0.7	975	i	34	0.74	-0.2	0.11	-0.52	i	-15	-5%
CCN=C1NN=C(c2c[nH]c3ccccc23)CS1	2%	i	2.6	2.7	4.3	0	8	-2.0	944	i	48	-0.45	-0.27	-0.25	0.62	i	9	16%
CS(=O)(=O)Nc1ccc2c(c1)C(=O)OC2	0%	i	1.7	0.2	18	-15	-4	-2.6	1175	i	54	0.26	0.089	0.4	0.58	i	3	2%
CC(NC(=O)CSc1nc(=O)cc(N)n1-c1ccccc1)c1ccccc1 (stereo unspecified)	20%	i	2.2	2.5	3.1	-5	-18	-3.2	1066	i	33	-0.36	0.0046	-0.53	0.68	i	0	5%
CCCCn1c(CCC(=O)O)nc2cc(S(=O)(=O)N(CC)CC)ccc21	4%	i	x	x	x	x	x	-0.4	1324	i	49	-0.068	-0.27	-0.44	-0.21	x	x	1%
Cc1cc(C(=O)CC#N)c(C)n1CC(F)(F)F	-2%	i	3.6	1.4	0.2	4	4	-0.1	1154	i	48	-0.67	-0.19	-0.46	0.75	i	4	12%
COc1ccc(-c2noc(-c3cc4ccccc4oc3=O)n2)cc1	8%	x	2.1	2.9	5.4	1	-12	x	x	i	29	1.7	-0.2	-0.13	-1.7	i	-35	-3%
COc1cc(-c2nnn(CC(=O)NCc3ccccc3)n2)cc(OC)c1OC	-5%	i	2.7	3.7	9.4	-4	-23	-3.0	1086	i	61	1.2	-0.21	0.66	-0.8	i	0	-4%
Cc1cc(C)cc(Oc2ccc(NC(=O)C3CC=CCC3C(=O)O)cc2)c1 (stereo unspecified)	5%	i	2.9	2.2	8.4	1	1	-4.2	1019	i	23	-1.2	-0.33	-0.2	1.5	i	-8	-4%
CCOC(=O)C1(Cc2cccc(OC)c2)CCN(Cc2cccc3cnccc23)CC1	2%	i	3.6	3.3	4.7	33	22	-1.3	1017	i	45	2.6	-0.24	1.1	-0.93	i	-22	-1%
CC(C)(C)NC(=O)NCCc1ccccc1	-5%	i	x	x	x	x	x	0.4	1334	i	25	0.33	-0.23	0.23	-0.21	x	x	4%
CN(C)CCOC(=O)CCc1ccccc1	-4%	i	3.8	2.5	10.0	6	1	4.2	1096	i	30	-0.11	-0.16	0.26	-0.079	i	-1	-1%
Cc1ccc(-c2nn(CC(=O)NCC3CCCO3)c(=O)c3ccccc23)cc1 (stereo unspecified)	-2%	i	2.6	1.9	9.3	0	13	x	x	i	34	-0.49	-0.2	-0.2	-0.52	i	-3	7%
C=CCOc1c(Br)cc(/C=N/n2c(CC)n[nH]c2=S)cc1Br	-18%	i	3.6	3.2	5.7	10	1	x	x	i	60	-0.17	-0.29	-0.28	0.1	i	3	6%
CCOC(=O)C1CCCN(C(=O)c2cc(Nc3ccc(OC)cc3)nc3ccccc23)C1 (stereo unspecified)	-7%	i	2.3	2.1	5.4	10	-7	-5.2	1166	i	14	-0.015	-0.27	0.23	0.37	i	-14	7%
CC(C)NC(=O)c1onc(CSc2ccc(Cl)cc2)c1C(=O)O	19%	i	3.5	1.5	4.1	-11	-11	0.7	1329	x	x	-1.2	-0.2	-1	0.73	i	1	-4%
CC1(C)CC(=O)c2cc(C(=O)N3CCCC(C)(C)C3)c(=O)n(-c3ccccc3)c2C1	3%	i	1.7	0.8	7.2	2	0	-8.2	904	i	42	-1.1	0.15	-0.33	0.35	i	-5	1%
COc1ccc(C(=O)N[C@H](C(=O)Nc2nc3c(s2)CCCC3)C(C)C)cc1	-14%	i	3.7	1.7	4.7	-5	15	-0.3	878	i	46	-0.32	-0.32	-0.48	0.82	i	-4	10%
O=c1nc(N/N=C/C=C/c2ccccc2)cn[nH]1	27%	i	x	x	x	x	x	-1.2	1291	i	31	-0.33	0.87	0.91	0.65	x	x	2%
CC(=O)Nc1ccc(NC(=O)C(C)OC(=O)CCc2nc3ccccc3s2)cc1 (stereo unspecified)	-5%	i	6.1	1.2	5.0	-6	-3	0.4	1047	i	27	-0.55	0.19	-0.21	1	i	1	0%
Cc1ccc(CN2C(=O)CSC2c2cccnc2)cc1 (stereo unspecified)	0%	i	x	x	x	x	x	-4.6	1205	i	10	0.6	-0.24	0.15	-0.5	x	x	1%
CC(C(=O)N1CCCc2ccccc21)N1CCN(S(=O)(=O)c2ccccc2F)CC1 (stereo unspecified)	4%	i	2.2	1.5	9.4	10	6	-0.4	1158	i	9	-0.41	-0.22	0.39	1.1	i	1	0%
C=CCn1c(-c2cc3c(s2)CCC(CC)C3)n[nH]c1=S (stereo unspecified)	13%	i	1.9	2.0	0.4	74*	49*	-1.9	1074	i	41	-0.27	-0.073	-0.18	-0.69	i	1	3%
CCC(CC)NC(=O)c1ccc2nc[nH]c2c1	-1%	i	0.9	1.2	3.5	9	14	x	x	i	8	-0.81	0.32	-0.25	-0.17	i	-1	4%
O=C(Nc1ccccc1-c1nnc(SCc2ccc(Cl)cc2)o1)c1ccccc1	0%	i	1.2	1.7	1.4	13	14	-0.6	1049	i	31	0.6	-0.22	-0.3	0.31	i	0	7%
COC(=O)c1ccccc1NC(=O)c1ccc(COc2ccc3c(c2)CCC3)cc1	8%	i	3.2	2.5	8.7	-15	-2	-1.9	950	i	62	0.0033	-0.19	0.29	0.78	i	-25	-2%
C=CCc1cccc(/C=N/NC(=O)c2ccccc2OC)c1O	7%	i	2.3	1.7	10	8	-5	-0.1	1073	i	55	0.82	-0.32	0.44	0.19	i	21	23%
O=[N+]([O-])c1cc(C(F)(F)F)ccc1N1CCN(S(=O)(=O)c2ccc3ccccc3c2)CC1	-8%	i	2.0	0.7	6.0	11	-17	1.9	1350	i	42	0.6	-0.11	0.02	-0.17	i	4	-3%
O=C1c2oc3ccccc3c(=O)c2C(c2cccc(O)c2)N1c1ccccn1 (stereo unspecified)	-3%	i	3.5	2.6	4.7	16	9	x	x	i	49	-0.029	-0.23	0.21	0.27	i	-3	-2%
CCOC(=O)N1CCN(C(=O)CSc2nnc(C3COc4ccccc4O3)o2)CC1 (stereo unspecified)	-4%	i	2.4	5.0	9.3	12	1	x	x	i	42	2.8	-0.098	2	-0.7	i	2	3%
COc1ccc(C2c3ccc(O)cc3Oc3ncn(Cc4ccco4)c(=N)c32)cc1 (stereo unspecified)	-6%	i	x	x	x	x	x	1.0	1324	i	51	0.72	-0.24	0.24	-0.34	x	x	12%
CC12CCC(c3nnc(SCc4ccc(Cl)cc4)nc31)C2(C)C (stereo unspecified)	7%	i	4.0	1.9	3.0	29	4	-1.7	1246	i	58	0.18	0.097	0.004	0.51	i	-1	6%
Cc1ccccc1N1CCN(C(=O)CCN2C(=O)c3ccccc3C2=O)CC1	-1%	i	2.4	1.5	7.1	-4	-15	x	x	i	40	-0.49	-0.12	0.21	0.69	i	39	-1%

Compound activity: PubChem, several laboratories
